Screens: PubChem, Broad Institute
GSIS activator – GLuc luminescence reporter in INS-1E cells, primary screen for activators of glucose-dependent secretion of insulin; INS-1E GLuc reporter insulin secretion, 2-3 h; activation, % at 16.6 µM; actives 0.61% (n = 370,000);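 active means lowest replicate activation of at least 40%, so every replicate reaches that level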;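 further: 0% = median of neutral control wells and 100% = median of IBMX positive control wells; some compounds called inactive have numbers as strong as hits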
RAD54 inh – inhibitors of human RAD54 branch migration, primary screen, biochemical, fluorescence, single point; RAD54 Holliday junction branch migration, FAM/BHQ fluorescence; inhibition, % at 10.4 µM; actives 0.14% (n = 360,000); AID 602329, 2012;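 active means mean normalized replicate activity at least 40 and at least half of replicates scoring 40 or more; inconclusive means only one of the two criteria met; inactive means mean below 40 and under half of replicates reaching 40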;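 further: 0% = median of neutral control wells and 100% = median of positive control wells; inhibitors cause a drop in the FAM fluorescence signal; in these data hits start at about 50%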
ARNT-TACC3 inh – disruptors of ARNT/TACC3 protein interaction, primary screen, biochemical, AlphaScreen, single concentration; Transforming acidic coiled-coil-containing protein 3 (Homo sapiens), Q9Y6A5; AlphaScreen His-ARNT PAS-B/GST-TACC3 binding, luminescence; TACC3 fragment carries E629A point mutation; inhibition, % at 9.99 µM; actives 0.66% (n = 390,000);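 active means mean inhibition of replicates at least 50% and at least half of replicates each reaching 50%; inconclusive means half or more replicates reach 50% but mean below 50%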;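 further: 0% = complete ARNT plus TACC3 wells and 100% = ARNT alone without TACC3; many hits fall short of the cut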
F508del corr – F508del CFTR correction, initial screen, CFBE line, single point; CFBE cells, YFP halide quenching; stimulated with forskolin plus potentiator P3; % fluorescence drop versus neutral controls; activity (quench increase), % at 7.58 µM; actives 0.36% (n = 350,000); AID 720511, 2013;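 active means mean added fluorescence quench of at least 8% versus neutral control, with both replicates also reaching 8%; inconclusive means only one of the mean or replicate conditions met; inactive means mean below 8% and not both replicates reaching 8%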;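 further: cells transiently co-express mutant CFTR-F508del with the halide-sensitive YFP; corrector assay measuring rescue of mutant channel to the surface after 24 h compound exposure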
esBAF inh – Bmi1 luciferase reporter increase in mESCs, primary screen, esBAF inhibitor project, mouse ES cells, Bmi1 luciferase knock-in, single point; 24 h; 100% = twice the neutral-well signal; reporter increase, % at 12.5 µM; actives 2% (n = 350,000); AID 602393, 2012; in the data active means activation above about 40%; inconclusive means no clear call, values can overlap the other calls;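 further: 0% = median of the plate's neutral control wells and 100% = double that signal; a rise in the Bmi1 reporter signal indicates esBAF inhibition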
ERAP1 inh – human ERAP1 aminopeptidase inhibitors, primary screen, biochemical, single point, plate reader. actives 0.15% (n = 340,000). recombinant ERAP1, Leu-AMC fluorescence, 60 min. inhibition, % at 10.7 µM;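 active means mean replicate inhibition of at least 30%, or all replicates individually reaching that 30% level; inactive means mean below 30% and not every replicate reaching it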;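 further: 0% = neutral control wells and 100% = L-leucinethiol positive control wells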
Target sequence (Q9NZ08 whole entry, looked up): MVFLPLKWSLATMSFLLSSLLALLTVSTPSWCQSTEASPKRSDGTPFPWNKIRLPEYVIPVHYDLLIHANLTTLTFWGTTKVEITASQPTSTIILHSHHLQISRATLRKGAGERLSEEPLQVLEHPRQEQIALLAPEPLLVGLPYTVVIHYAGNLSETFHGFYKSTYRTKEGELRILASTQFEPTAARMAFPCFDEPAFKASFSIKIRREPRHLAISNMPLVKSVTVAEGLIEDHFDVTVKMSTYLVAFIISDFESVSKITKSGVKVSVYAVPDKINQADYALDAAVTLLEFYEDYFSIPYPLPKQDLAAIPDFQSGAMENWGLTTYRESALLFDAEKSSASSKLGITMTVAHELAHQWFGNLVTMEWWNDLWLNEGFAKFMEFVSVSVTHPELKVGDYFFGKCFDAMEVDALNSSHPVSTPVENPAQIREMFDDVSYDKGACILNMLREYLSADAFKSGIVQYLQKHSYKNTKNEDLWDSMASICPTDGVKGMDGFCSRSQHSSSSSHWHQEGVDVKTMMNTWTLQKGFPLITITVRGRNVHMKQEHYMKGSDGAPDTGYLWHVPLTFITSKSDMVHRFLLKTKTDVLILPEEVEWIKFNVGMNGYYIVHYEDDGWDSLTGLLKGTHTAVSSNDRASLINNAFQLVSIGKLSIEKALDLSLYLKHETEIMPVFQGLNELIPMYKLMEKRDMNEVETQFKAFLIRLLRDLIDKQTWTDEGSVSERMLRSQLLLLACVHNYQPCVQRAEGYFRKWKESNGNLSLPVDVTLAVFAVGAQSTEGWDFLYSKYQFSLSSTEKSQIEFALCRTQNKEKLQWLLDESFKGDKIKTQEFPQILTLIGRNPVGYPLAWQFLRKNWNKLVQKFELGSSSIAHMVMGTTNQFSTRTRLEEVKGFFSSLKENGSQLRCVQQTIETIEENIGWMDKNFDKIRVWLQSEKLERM
RAD52 inh – RAD52 DNA annealing inhibitors, primary screen, biochemical, FRET, single point, set 2. inhibition, % at 18.7 µM. actives 0.46% (n = 360,000). recombinant RAD52 DNA annealing, FRET fluorescence. DNA repair protein RAD52 homolog (Homo sapiens), P43351;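 active means every replicate showing at least 50% inhibition; inconclusive means mean inhibition at least 50% but not in every replicate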
Xi reactivation – activators of inactive X chromosome reactivation, primary screen, imaging, XiGFP fibroblasts, GFP high-content imaging, set 2 | XiGFP mouse fibroblasts, % GFP-positive cells imaging, 3 d; cells co-treated with 5-aza-dC sensitizer; scaled so ellipticine positive control = 100% | activation, % at 7.58 µM | actives 0.055% (n = 360,000) | AID 743238, 2013;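 active means mean normalized replicate activation at least 10% and every replicate at or above 10%; inconclusive means only one of the two criteria met; inactive means mean below 10% and not all replicates reach 10%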;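 further: 0% = median of on-plate neutral control wells and 100% = ellipticine 6 µM median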
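Assay system: SV40-immortalized XiGFP fibroblast cells, line 68-5-11; buffer or medium: DMEM plus 5-aza-dC sensitizer; compound: one concentration, pinned; timing: compounds 3 days, fix/stain 15 min at room temperature; benchmarks: positive control ellipticine, 6 µM final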
Active calls of the source: *; ? = inconclusive; . = not tested or not shown.

Results follow in this order: esBAF inh	ERAP1 inh	Xi reactivation	RAD54 inh	ARNT-TACC3 inh	F508del corr	RAD52 inh	GSIS activator
- COc1ccc(C(=O)NN2CCOCC2)cc1[N+](=O)[O-]
→ -11	1	0.0	2	-2	-0.2	-6	0
- COc1ccc(CNC(=O)CSc2ccsc2[N+](=O)[O-])cc1
→ .	5	0.1	-4	4	1.9	-23	4
- COc1ccc(-c2cc(C(F)F)n3ncc(C(=O)Nc4cnn(Cc5ccccc5)c4)c3n2)cc1
→ .	0	0.2	.	.	-0.9	-10	2
- COc1ccc(Cl)cc1NC(=O)CN(C)C(=O)c1ccc(C)s1
→ -7	-1	0.1	-4	-1	-4.3	-6	-2
- Nc1ccc2ccccc2c1[N+](=O)[O-]
→ -3	-5	0.9	.	-10	-0.6	-7	-9
- CC(=O)Nc1ccc(-c2nnc(SCC(=O)n3c4c(c5ccccc53)CCCC4)n2C)cc1
→ .	3	.	-1	-12	-0.7	-5	-5
- Cc1noc(C)c1NC(=O)Nc1cccc2c1O[C@H](CN(C)S(=O)(=O)c1c(C)noc1C)[C@@H](C)CN([C@H](C)CO)C2=O
→ -5	-4	0.7	-13	1	3.1	-13	3
- CC(=O)N1CC(C)Oc2ccc(S(=O)(=O)NC(CC(=O)O)c3ccccc3)cc21 (stereo not given)
→ -1	1	0.1	-3	-11	1.3	-8	-9
- CC=Cc1ccc2n(c1=O)C[C@@H]1[C@@H](CO)[C@H](C(=O)Nc3ccccc3)[C@H]2N1C(=O)CC (mixture of isomers)
→ 0	0	0.0	0	-20	-3.1	1	7
- O=C(NCC1CCCO1)c1ccc(Cl)c(S(=O)(=O)N2CCOCC2)c1 (stereo not given)
→ 0	1	0.0	0	-17	-2.9	-10	22
- CCc1ccc(C(=O)Nc2cccnc2Oc2ccc(Cl)cc2)cc1
→ 1	-2	0.3	.	-6	-0.1	-42	-3
- C=CCn1c(N2CCN(c3ccc(OC)cc3)CC2)nc2c1c(=O)[nH]c(=O)n2C
→ -7	-1	0.1	6	0	-0.5	-9	5
- COc1ccc(C2=NN(C(=O)CCC(=O)O)C(c3ccccc3OC)C2)cc1 (stereo not given)
→ 5	-2	-0.1	-16	3	-1.5	-7	.
- CCCCNC(=O)CSc1nc(Cc2ccccc2)nc2ccccc12
→ -3	-3	0.0	7	-2	-0.3	-5	-1
- Cc1cc(C(=O)NCC(C)(C)N2CCOCC2)c(C)o1
→ -2	4	0.0	.	11	-1.1	-16	27
- CN(C)CCCOC(=O)COc1ccc(Br)cc1
→ -7	.	0.1	.	-1	0.1	-16	18
- CC(=O)Nc1ccc(/C=N/NC(=O)c2cccs2)cc1
→ 48*	4	0.0	.	2	-1.2	-5	14
- CCN1CCCc2cc(CN(CCN3CCOCC3)C(=S)Nc3cccc(Cl)c3)ccc21
→ 1	-2	-0.3	.	-3	-1.6	-12	0
- CC1CCN(S(=O)(=O)CCNC(=O)c2ccccc2)CC1
→ 3	3	0.0	6	15	-2.1	-3	-3
- COc1ccc(OC)c2sc(N3CCN(C(=O)c4ccc([N+](=O)[O-])s4)CC3)nc12
→ -7	2	0.0	14	8	4.2	-8	2
- O=C(Nc1nc(-c2cccc([N+](=O)[O-])c2)cs1)c1cccc([N+](=O)[O-])c1C(=O)O
→ 3	3	0.0	-1	.	-1.4	-5	4
- O=S(=O)(c1cccs1)N1CCC(CO)(Cc2cccc(F)c2)CC1
→ .	-1	-0.1	.	-3	-4.3	-16	-12
- COc1ccc(NC(=O)N[C@H]2CC[C@H](CCNC(=O)c3cc(Cl)cc(Cl)c3)O[C@@H]2CO)cc1
→ -7	2	-0.7	-2	-8	0.8	-2	-18
- COc1ccc(N2CCN(C(=O)C(Cc3ccccc3)n3cccc3)CC2)cc1 (stereo not given)
→ 1	1	0.0	0	17	5.3	-12	.
- Cc1ccc(C)c(NC(=S)N2CCN(Cc3ccccc3)CC2)c1
→ .	-4	0.0	.	4	2.5	-9	-2
- CCOc1cccc2cc(C(=O)N3CC(C)OC(C)C3)c(=O)oc12 (stereo not given)
→ -12	0	0.0	-2	-2	0.8	-9	0
- CCOc1ccccc1N1CCN(C(=S)NC(=O)C23CC4CC(CC(C4)C2)C3)CC1
→ .	0	0.2	.	6	.	-19	.
- CCNC(=O)Nc1ccc2c(c1)C(=O)N(C)[C@@H]1CC[C@H](CC(=O)NCCOC)O[C@@H]1CO2
→ 2	-5	1.5	2	-6	1.7	-5	-3
- CC(C)NC(=O)N1[C@@H](CO)[C@@H](c2ccccc2)C12CN(Cc1ccccc1)C2
→ .	-1	0.2	.	.	-1.4	-13	17
- Fc1ccc(-c2cnn3c(-c4ccncc4)ccnc23)cc1
→ .	20	0.1	.	34	-1.4	-9	-2
- O=S(=O)(c1ccc(-n2cnnn2)cc1)N1CCN(c2ccccc2F)CC1
→ 0	3	0.0	-3	-2	-0.4	-6	-7
- COc1ccc(S(=O)(=O)N[C@H]2CC[C@H](CCNC(=O)Cc3ccccn3)O[C@@H]2CO)cc1
→ -3	2	0.1	6	-1	-0.3	-27	-5
- Cc1ccc(NC(=S)N2CCC(NC(=O)c3ccccc3)CC2)cc1
→ 1	-2	0.0	3	25	-1.3	-10	-16
- COc1cccc(NC(=O)N(C)C[C@@H]2Oc3cc(C#Cc4ccncc4)ccc3S(=O)(=O)N([C@@H](C)CO)C[C@H]2C)c1
→ 5	0	0.1	-7	-1	1.7	3	-24
- CCc1ccc(CNCc2cccs2)cc1
→ .	-14	0.0	.	-11	2.6	4	16
- Cc1ccc(C)c(N2CCN(C(=O)CN3C(=O)c4ccccc4C3=O)CC2)c1
→ 5	.	.	-5	-4	.	.	-14
- COc1ccccc1N1CCN(C(=S)Nc2ccc(F)cc2)CC1
→ 0	0	0.0	-2	-6	-0.9	-8	-27
- CC(C)NC(=O)C1(C)CCN1C(=O)c1ccc(F)c(Cl)c1 (stereo not given)
→ -6	1	0.1	-1	.	-2.7	-6	.
- C[C@H](CO)N1C[C@H](C)[C@H](CN(C)Cc2ccc(O)cc2)OCc2ccccc2-c2c(n(C)c3ccccc23)C1=O
→ .	-1	0.5	.	.	1.0	19	22
- O=C(Nc1ccc(C2CC2(Cl)Cl)cc1)c1cccc([N+](=O)[O-])c1 (stereo not given)
→ ?	1	0.5	9	-16	1.4	-10	-11
- CC(=O)c1cccc(S(=O)(=O)Nc2cccc(S(=O)(=O)NC3=NCCC3)c2)c1
→ .	0	0.0	3	-2	1.7	-12	5
- CSc1nc(NCCN(C)C)c2sc3nc(-c4ccco4)c4c(c3c2n1)CCC4
→ -3	.	0.0	20	8	-13	7	.
- Cc1ccccc1S(=O)(=O)N1C[C@H](O)COC[C@@H]2O[C@H](CC(=O)NCCc3ccccc3)CC[C@H]21
→ 7	0	0.3	-12	-4	-1.1	20	-9
- COc1ccc(C(=O)NC2CCCc3c2cnn3-c2ccc(C)c(C)c2)c(OC)c1OC (stereo not given)
→ 11	-4	0.0	-7	10	-2.6	-19	-46
- Cn1c(=O)c(-c2cc(=O)[nH][nH]2)c(O)c2ccccc21
→ .	0	-0.1	.	.	-0.7	-10	5
- COC(=O)Oc1nsnc1N1CCOCC1
→ -8	16	.	-14	-5	3.2	-14	3
- NNC(=O)c1nc[nH]c1C(=O)Nc1ccccn1
→ .	1	0.0	.	48*	-0.3	-3	13
- Cc1ccc(NC(=O)C2=CC(c3ccc(C)cc3)=NS(=O)(=O)N2C)cc1
→ 0	-4	-0.1	-9	5	1.7	8	.
- C/C=C/c1ccc2c(c1)O[C@@H](CN(C)C(=O)c1ccccc1)[C@H](C)CN([C@H](C)CO)S2(=O)=O
→ -3	-2	-0.7	17	6	-0.4	-4	-1
- CC(C)(C)[S@@](=O)N1Cc2cc(C(=O)NC3CCCC3)nc(-c3cccc(Br)c3)c2[C@H]1CCO
→ .	2	-0.1	.	.	-2.2	-30	-6
- CCCCOc1cc(NCc2ccccc2)c2ncn(C(C)C)c2c1
→ 9	-1	0.1	-12	-1	1.7	-35	-21
- COc1ccc(/C=N/NC(=O)Cn2cnc3ccccc3c2=O)cc1OC
→ .	.	0.0	0	-2	.	.	56*
- COCC#Cc1cnc2c(c1)C(=O)N([C@H](C)CO)C[C@H](C)[C@@H](CN(C)C(=O)NC1CCCC1)O2
→ 0	0	0.2	7	-3	-1.9	-8	7
- CCN(CC)S(=O)(=O)c1ccc(N2CCOCC2)c(NC(=O)c2cccc3c(=O)c(C)c(-c4ccccc4)oc23)c1
→ 3	.	0.5	11	-2	1.3	-2	11
- Cc1ccc(-c2cnc3c(c2)C(=O)N([C@@H](C)CO)C[C@@H](C)[C@@H](CN(C)Cc2ccccc2C(=O)O)O3)cc1
→ -3	3	0.7	4	0	0.5	6	21
- Cc1ccccc1C(=O)N1CCC(C(=O)NC(C)c2ccc(-n3ccnc3)cc2)CC1 (stereo not given)
→ -2	-3	-0.1	1	-4	-0.8	-22	7
- FC(F)(F)c1cc(-c2ccccc2)nc2nc(N3CCOCC3)sc12
→ .	3	0.4	.	-8	-2.3	-16	10
- COc1cc(C(=O)OCC(=O)Nc2ccc(S(=O)(=O)NC3=NCCCCC3)cc2)cc(OC)c1OC
→ 2	-1	-0.1	-6	1	2.8	-17	17
- CCOc1ccc(Cl)cc1-c1cc(C(=O)NCc2ccccc2OC)[nH]n1
→ 4	2	0.0	-2	.	1.9	-13	-5
- COc1ccc(C(NC=O)c2cc(OC)c(OC)cc2Br)cc1OC (stereo not given)
→ .	-2	0.0	1	1	-0.6	-6	0

(cont.)
Results follow in this order: esBAF inh	ERAP1 inh	Xi reactivation	RAD54 inh	ARNT-TACC3 inh	F508del corr	RAD52 inh	GSIS activator
- O=C1CC(C(=O)O)S/C(=N\NC(=O)c2ccccc2)N1 (stereo not given)
→ -1	2	.	7	-4	-3.7	-13	17
- COc1cccc(NC(=O)c2ccc(-c3ccccc3[N+](=O)[O-])o2)c1
→ .	1	-0.7	.	1	-0.2	-11	-5
- C[C@@H]1CN([C@H](C)CO)C(=O)c2cc(/C=C/c3ccccc3)cnc2O[C@H]1CN(C)C(=O)C1CCCCC1
→ 2	0	-0.9	-12	15	-5.0	-12	-38
- O=C(CCS(=O)(=O)c1ccc(F)cc1)Nc1ccc(N2CCN(Cc3ccccc3)CC2)cc1
→ 1	-1	-0.1	8	2	2.6	-12	3
- Cc1ccc(CNC(=O)c2ccc(CNS(=O)(=O)c3ccc4c(c3)C(C)(C)C(=O)N4C)cc2)o1
→ 0	-2	0.9	-6	4	0.3	-156	6
- CCOC(=O)c1c(-c2ccccc2)csc1NC(=O)C(C)NCCCN1CCOCC1 (stereo not given)
→ .	0	0.0	.	.	-2.3	14	-4
- O=C(C[C@H]1C[C@@H]2c3cc(NS(=O)(=O)c4ccc(F)cc4)ccc3O[C@@H]2[C@@H](CO)O1)NCc1cc(F)ccc1F
→ 14	0	0.0	-5	-9	4.1	7	-19

This is a random part of the collection; about 3.3% have a hit in one of these screens.
